Screening results: PubChem BioAssay, several laboratories
NPY-Y1 antag: NPY-Y1 receptor antagonists, primary screen, cell-based | HEK293-CNG Y1 cells, membrane potential fluorescence; NPY at EC95, then isoproterenol | inhibition, % at 3.6 µM | 200,000 compounds, 1% hits | AID 1040, 2008;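 active = inhibition above the campaign mean inhibition of all tested compounds plus 3 SD, cut at about 20% in these data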;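 note: 0% = DMSO wells given NPY plus isoproterenol and 100% = isoproterenol alone without NPY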
Target sequence (P25929 whole entry, looked up): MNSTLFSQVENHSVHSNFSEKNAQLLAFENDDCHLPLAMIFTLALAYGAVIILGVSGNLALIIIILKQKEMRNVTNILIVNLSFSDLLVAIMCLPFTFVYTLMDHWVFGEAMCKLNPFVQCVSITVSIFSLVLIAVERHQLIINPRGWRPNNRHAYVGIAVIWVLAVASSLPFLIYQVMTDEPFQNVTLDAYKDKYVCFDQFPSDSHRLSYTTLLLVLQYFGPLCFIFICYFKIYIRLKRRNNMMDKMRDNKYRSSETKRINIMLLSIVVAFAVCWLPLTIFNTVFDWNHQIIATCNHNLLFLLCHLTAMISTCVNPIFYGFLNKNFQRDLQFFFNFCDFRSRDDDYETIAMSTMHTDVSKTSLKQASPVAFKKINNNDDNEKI
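Test system: HEK293 cells co-expressing NPY Y1 receptor and cyclic-nucleotide gated channel; Also added: NPY (25 nM), isoproterenol (1 µM), Ro 20-1724 (25 µM); Compound dosing: one concentration, 3.6 µM, in 0.4% DMSO; Timing: dye 3 h, compound 60 min room temperature, stimulation 45 min; Technique: Membrane-potential fluorescent dye readout.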
NPY1 pot ag: NPY-Y1 receptor potentiators or agonists, primary screen, cell-based | activation, % at 3.6 µM | NPY-Y1 expressing cells, potentiator/agonist activation | 220,000 compounds, 0.37% hits | AID 1304, 2008; in the data active = activation above about 33%, passing the limit was not always enough;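 note: cells stimulated with NPY at EC10 then isoproterenol at EC100; 0% = low agonist plus stimulus and 100% = saturating agonist plus stimulus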
EP2 mod: EP2 receptor modulators, cAMP readout, primary screen, cell-based, HTRF cAMP, PGE2 stimulation; AID 940, 2007; 260,000 compounds, 0.83% hits; induction, % at 25 µM; EP2-expressing cells, cAMP HTRF FRET, PGE2 co-stimulation;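 active = compounds whose cAMP rise, as percent of the full-agonist control response, exceeds 60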;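 note: rat C6 glioma line stably carrying human EP2 under a CMV promoter; the protocol text gives 20 µM as final concentration; 100% = response of wells given 1 µM PGE2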
Target sequence (P43116 whole entry, looked up): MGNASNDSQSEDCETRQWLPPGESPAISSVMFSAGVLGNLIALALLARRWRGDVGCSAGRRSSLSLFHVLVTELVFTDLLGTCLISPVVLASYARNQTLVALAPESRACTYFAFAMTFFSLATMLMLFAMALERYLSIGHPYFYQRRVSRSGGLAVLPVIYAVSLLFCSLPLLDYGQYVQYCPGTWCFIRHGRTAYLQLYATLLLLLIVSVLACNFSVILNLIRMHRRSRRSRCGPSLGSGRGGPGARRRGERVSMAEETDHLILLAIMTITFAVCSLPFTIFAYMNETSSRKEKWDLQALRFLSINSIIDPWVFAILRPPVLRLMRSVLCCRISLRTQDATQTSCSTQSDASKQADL
S1P4 agonist: S1P4 receptor agonists, primary screen, cell-based; activation, % at 4.98 µM; 220,000 compounds, 0.35% hits; S1P4-expressing cell line, agonist reporter assay; Sphingosine 1-phosphate receptor 4 (Homo sapiens), O95977; in the data active = activation above about 11%;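 note: 0% = DMSO vehicle and 100% = reference agonist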
S1P4 antagonist: S1P4 receptor antagonists, primary screen, cell-based; Sphingosine 1-phosphate receptor 4 (Homo sapiens), O95977; S1P4-expressing cells, antagonist mode, reporter read-out; inhibition, % at 4.98 µM; 220,000 compounds, 0.26% hits; in the data active = inhibition above about 29%;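 note: 0% = wells stimulated with agonist and 100% = vehicle wells without agonist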
TRPML3 ag: human TRPML3 channel agonists, primary screen, cell-based, HEK293 TRPML3-YFP, Fluo-8 calcium fluorescence, 3 µM | Mucolipin-3 (Homo sapiens), Q8TDD5 | 100% = the carbachol control signal | activation, % at 3 µM | 220,000 compounds, 0.29% hits | AID 1448, 2008;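 active = activation above its plate's cutoff, the mean activation of the plate's test wells plus 3 SD, cut at about 12% in these data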;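 note: 0% = DMSO only wells and 100% = carbachol wells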
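Test system – HEK293 line with stable expression of human TRPML3-YFP channel · Control set – carbachol 87 µM final as high control (100%), DMSO as low control (0%) · Signal – Fluo-8 calcium dye fluorescence, ex 470-495, em 515-575 nm · Incubation – 1-h 37 °C dye load, 5-s basal, 120-s post-compound reads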
zfTRPN1 agonist: zebrafish TRPN1 channel agonists, primary screen, cell-based, HEK293, calcium fluorescence. AID 1424, 2008. activation, % at 3 µM. transient receptor potential cation channel N1 (TRPN1/NompC), Danio rerio. 220,000 compounds, 0.18% hits. HEK293 zebrafish TRPN1-YFP, Fluo-8 calcium fluorescence; 100% = response to 87 µM carbachol;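 active = activation above its plate's cutoff, the mean activation of test wells on that plate plus 3 SD, cut at about 19% in these data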;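 note: 0% = DMSO alone and 100% = 87 µM carbachol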
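Assay system: Zebrafish TRPN1-YFP in HEK293 cells | Incubation: Dye loading 1 h at 37 °C, then 30 min room temperature | Measured by: Kinetic Fluo-8 fluorescence, ex 470-495, em 515-575 nm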
CHOP inh: inhibitors of CHOP promoter induction, primary screen, cell-based, unfolded protein response, luciferase reporter; CHO-K1 CHOP-promoter luciferase, tunicamycin-induced, 15-18 h; inhibition, % at 10 µM; 220,000 compounds, 3.8% hits; AID 2732, 2010;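 active = compounds that reduced the stress-induced luciferase reporter signal by more than about 70% of percent inhibition, limit read from the data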;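 note: 0% = tunicamycin plus vehicle and 100% = wells without tunicamycin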
NPY-Y2 PAM-ag: NPY-Y2 potentiators or agonists, primary screen, cell-based. 220,000 compounds, 0.45% hits. Neuropeptide Y receptor type 2 (Homo sapiens), P49146. cells expressing NPY-Y2, potentiator/agonist read-out. activation, % at 3.6 µM; in the data active = activation above about 27%;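 note: cells stimulated with NPY near EC25 plus isoproterenol at EC100; 0% = vehicle plus submaximal agonist and 100% = vehicle plus saturating agonist; some results beyond the cut were filed as inactive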
* = called active by the depositor; . = not tested or not shown.

SMILES	NPY-Y1 antag	NPY1 pot ag	EP2 mod	S1P4 agonist	S1P4 antagonist	TRPML3 ag	zfTRPN1 agonist	CHOP inh	NPY-Y2 PAM-ag
Cc1nc(NCCO)c(C#N)c2c1COC(C)(C)C2	1	-10	20	-0.3	-9	0.5	1.0	7	1
CCNc1ccc(C(=O)OCC(=O)N2c3ccccc3NC(=O)C2(C)C)cc1[N+](=O)[O-]	4	-2	-12	0.3	-14	-0.3	0.7	7	-2
CCCCCCCCCCCCN1C(=O)CSC1c1cccnc1 (stereo not drawn)	.	5	-23	1.1	-1	0.4	0.0	29	-1
O=C(CCCCCCCC(=O)NNC(=O)Nc1ccccc1)NNC(=O)Nc1ccccc1	7	12	4	-1.4	-2	1.8	0.0	-15	4
O=C(c1ccc2c(c1)OCO2)N1CCOCC1	3	-24	20	-1.0	-7	0.1	0.1	2	8
O=C(CN=C1NS(=O)(=O)c2ccccc21)OCC(=O)c1ccccc1	.	12	9	0.5	-21	-0.5	-1.4	11	-12
CC1(C)SCC2C(=O)N3C(CSC3(C)C)C(=O)N21 (stereo not drawn)	0	18	9	2.5	-5	0.6	1.9	24	-4
Cc1cc(=O)[nH]c(SCC(=O)c2ccc(C(C)C)cc2)n1	-1	-2	34	-0.9	14	0.1	-0.2	26	1
C/C(N)=C(/C#N)C(=O)CSc1nc2ccccc2c(=O)n1CCCOC(C)C	6	-33	-31	-1.3	4	0.2	1.9	12	-11
Nc1nnc(CCS(=O)(=O)c2ccc(Br)cc2)s1	6	2	12	0.6	-7	0.2	0.5	9	9
Cn1c(=S)[nH]c(=O)c2ncc(=O)[nH]c21	-1	4	24	0.7	-21	0.6	-0.7	-9	-9
O=C(NC(=S)Nc1ccc(F)cc1)c1ccc2c(c1)OCCO2	4	-7	-73	0.4	-17	1.6	6.2	-21	-16
COC(=O)CN1CCN(C(=O)c2ccc(F)cc2)c2ccccc2C1	1	9	28	0.5	2	0.6	-0.4	3	7
Cc1nc(CN2CCN(C(=O)NC3(c4ccccc4)CC3)CC2)cs1	3	-25	-2	1.0	-5	1.4	-0.1	11	3
COc1ccc(C(=O)Nc2nc(N)n(-c3ccccc3)n2)cc1	1	-16	5	42*	-11	-0.6	-1.2	11	9
O=c1[nH]cnc2c1ncn2[C@@H]1O[C@H](CO)[C@@H](O)[C@H]1O	-2	-10	23	24*	-12	-0.2	0.8	-4	5
O=C(Oc1ccccc1Cl)c1ccccc1P(=O)(O)O	4	5	26	-1.5	-6	0.1	0.4	18	-8
CC1(C)CC(=O)C=C(NCc2ccccc2)C1	-3	2	6	1.6	-14	0.2	-1.0	8	0
OCCCN1CCN(CCCOc2ccccc2-c2ccccc2)CC1	8	-22	-12	-1.6	-9	0.0	-1.7	-9	-6
Cc1ccc(/C=N/N2C(=S)SC(C)(C)C2N(O)C(=O)Nc2ccc([N+](=O)[O-])cc2)cc1 (stereo not drawn)	-11	8	-11	1.0	-5	0.5	3.4	103*	4

Given comma-delimited: part of the list above.
canonical_smiles,NPY-Y1 antag,NPY1 pot ag,EP2 mod,S1P4 agonist,S1P4 antagonist,TRPML3 ag,zfTRPN1 agonist,CHOP inh,NPY-Y2 PAM-ag
Nc1nnc(CCS(=O)(=O)c2ccc(Br)cc2)s1,6,2,12,0.6,-7,0.2,0.5,9,9
Cn1c(=S)[nH]c(=O)c2ncc(=O)[nH]c21,-1,4,24,0.7,-21,0.6,-0.7,-9,-9
O=C(NC(=S)Nc1ccc(F)cc1)c1ccc2c(c1)OCCO2,4,-7,-73,0.4,-17,1.6,6.2,-21,-16
COC(=O)CN1CCN(C(=O)c2ccc(F)cc2)c2ccccc2C1,1,9,28,0.5,2,0.6,-0.4,3,7
Cc1nc(CN2CCN(C(=O)NC3(c4ccccc4)CC3)CC2)cs1,3,-25,-2,1.0,-5,1.4,-0.1,11,3
COc1ccc(C(=O)Nc2nc(N)n(-c3ccccc3)n2)cc1,1,-16,5,42*,-11,-0.6,-1.2,11,9

Other records follow.
SMILES	NPY-Y1 antag	NPY1 pot ag	EP2 mod	S1P4 agonist	S1P4 antagonist	TRPML3 ag	zfTRPN1 agonist	CHOP inh	NPY-Y2 PAM-ag
CCOC(=O)c1c(C)[nH]c(C2=NNC(=NC(C)COC)SC2)c1C (stereo not drawn)	2	1	-43	0.1	7	-0.6	-0.5	-10	-4
COc1cc(/C=C/C(=O)O)cc(S(=O)(=O)Nc2ccc3c(c2)OCO3)c1OC	-2	-7	33	0.1	-11	0.9	-0.1	11	6
COc1ccc2c(c1)CCc1c(C(=O)NC3CCCCC3)noc1-2	-2	4	-5	0.9	-21	0.0	0.0	58	-7
O=C(NC1=NCCS1)c1ccc(Cl)s1	-4	-7	3	0.8	-15	0.3	0.7	-8	5
Cc1cc(-c2ccccc2)c2c(=O)[nH][nH]c2n1	0	6	10	1.1	-3	0.1	-0.1	10	14
Cc1cc(C)c(NC(=O)C2=CCN(S(=O)(=O)c3ccc(F)cc3)CC2)c(C)c1	-4	13	18	-1.7	4	0.4	-0.2	4	5
Cc1cc(C)c(S(=O)(=O)N2CCCOC2CNC(=O)C(=O)NCCC2=CCCCC2)c(C)c1 (stereo not drawn)	-2	-2	4	0.5	-6	0.7	-0.8	50	15
CCOC(=O)C1CCCN(C(=O)C2CCN(S(=O)(=O)CC)CC2)C1 (stereo not drawn)	1	-6	38	-0.2	-15	1.1	0.1	4	16
COc1cccc(C(=O)NCC(=O)OCC(=O)c2ccccc2)c1	1	-12	23	0.1	-11	0.5	-0.7	21	-4
O=S(=O)(c1cnc[nH]1)N1CCCCCC1	0	-1	15	-0.3	-10	0.9	1.2	10	6
Cc1ccc(-c2c3c(=O)n(C)c(=O)n(C)c3cn2Cc2cccnc2)cc1	-8	-6	-2	2.3	-10	0.1	1.0	-7	-7
Cc1cccc(NC(=S)NC(NC(=O)OCc2ccccc2)C(Cl)(Cl)Cl)c1 (stereo not drawn)	0	15	-10	0.6	-2	-0.2	0.4	106*	-1
O=C(/C=C/NCc1cccnc1)C(F)(F)C(F)(F)F	2	5	6	1.3	-9	0.1	0.1	-1	-3
CC(=O)C1=C(C)NC(SCC(=O)c2ccc(F)cc2)=C(C#N)C1CC(C)C (stereo not drawn)	-4	-42	27	1.6	4	0.7	0.0	12	-4
Nc1nc(C2CCCN2S(=O)(=O)c2ccc(Cl)cc2)cs1 (stereo not drawn)	-1	-1	21	0.9	-13	-0.9	2.1	49	-2
O=C(O)C1CCN(S(=O)(=O)c2ccc3c(c2)OCCCO3)CC1	0	-4	17	2.0	0	0.7	1.9	-16	2
O=C(COc1ccccc1Cl)NC(=S)N1CCc2ccccc21	8	-22	21	2.4	-21	-0.6	0.9	-15	-21
CC1=NN(C(=S)Nc2ccccc2)C(C)(C)C1	-2	28	-19	1.8	4	0.6	1.6	37	2
Cc1ccc(NC(=O)COC(=O)Cn2cnc3c2c(=O)n(C)c(=O)n3C)cc1Cl	1	2	-39	0.0	-13	0.9	0.5	-14	1
COc1ccc(-c2nc(CN(Cc3cnn(C)c3)C(C)C)c(C)o2)c(OC)c1	0	-1	-8	6.2	-12	0.4	1.0	-12	4
O=C(C(F)C(F)(F)F)N1CCN(c2ccccc2)CC1 (stereo not drawn)	-3	-13	9	-2.1	-5	1.1	-1.0	-11	-8
COc1ccccc1Nc1nc(N)nc(CCl)n1	.	27	-45	-1.8	4	0.5	0.6	-33	-20
COc1ccc(CSc2nncn2N)cc1Br	-3	-19	16	0.1	-2	0.4	-0.1	0	3
O=C1c2ccc(Oc3ccc([N+](=O)[O-])cc3)cc2C(=O)N1c1ccncc1	-1	-24	-21	-1.9	-4	0.8	0.3	-2	-19
Cc1onc(-c2ccccc2)c1-c1ccnn1S(=O)(=O)c1ccc(Cl)cc1	.	-10	7	1.1	-5	8.4	2.1	13	-1
CCCCCC(=O)NC(=S)NNC(=O)c1ccc([N+](=O)[O-])cc1	1	-15	-2	1.1	-21	0.4	0.9	26	-4
CC(=O)Nc1ccc(S(=O)(=O)Nc2ccc3c(c2)OCCO3)cc1	2	16	-61	0.5	-1	0.6	2.0	10	7
O=C(N/N=C/c1cccc([N+](=O)[O-])c1)c1c[nH]c2ccccc12	.	-23	20	0.6	-11	-0.3	-1.5	-37	-7
CC1(C)Cc2c(sc3nc4n(c(=N)c23)CCCCC4)CO1	2	-5	1	-1.4	-6	0.4	-0.2	10	-2
Cc1ccc(S(=O)(=O)NN)c(C)c1N1CCCC1=O	.	19	-1	1.8	-1	0.5	-0.3	5	19
CCCC12CN3CCN(CC(C3)/C1=N\NC(=O)c1ccc(F)cc1)C2	2	10	-2	-0.2	0	0.2	0.3	-8	4
N#Cc1ccccc1CN1C(=O)S/C(=C/c2cccn2-c2ccc(C(=O)O)cc2)C1=O	2	8	-2	-3.5	23	0.8	1.2	20	-1
CCCN(CCC)CCCNC(=O)CC(C(=O)N1CCc2ccccc21)n1ccnc1 (stereo not drawn)	2	-16	21	1.7	-11	1.1	-0.1	13	-6
Clc1cccc(Cl)c1Cn1ccc(C2CC2)n1	8	-10	27	0.1	-18	-0.5	-1.0	-5	2
Cc1ccc(-n2cc(CN3CCCN(C=O)CC3)c(-c3ccc(F)cc3)n2)cc1	2	-13	-9	0.1	-9	0.1	0.8	22	-9
Clc1cccc(Cl)c1CSc1nnc(-c2ccncc2)s1	.	13	-8	-1.1	10	-0.4	0.9	37	-5
O=C(COC(=O)C1CC(=O)N(Cc2ccccc2)C1)Nc1ccccc1F (stereo not drawn)	-2	-12	-28	-1.0	-6	-1.0	0.8	4	-9
CCO[C@@H]1OC(C(=O)N2CCOCC2)=C[C@H](C)[C@H]1CCCO	-3	-4	23	-0.3	6	-0.1	2.0	-4	-19
NC(=O)c1cc(S(=O)(=O)Nc2cccc(F)c2)co1	0	1	21	-1.2	-15	0.8	1.2	3	1
Cc1ccccc1NC(=O)CSc1nc2ccccc2o1	4	8	2	1.5	-3	0.8	-0.8	-29	6
O=[N+]([O-])c1ccc(S(=O)(=O)CC(CN2CCCCC2)N2CCCCC2)cc1 (stereo not drawn)	1	19	-37	-3.0	1	0.3	-0.4	105*	0
O=C(Cn1c(COc2ccccc2)nc2ccccc21)Nc1cc(Cl)cc(Cl)c1	-2	-12	-3	0.4	-13	0.9	-0.7	109*	-4
